High-throughput results deposited in PubChem by several laboratories.
CatB inh: inhibitors of human cathepsin B; P07858; purified cathepsin B, fluorogenic substrate, fluorescence; inhibition, %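 (tested at 10 µM)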; 63,000 tested, 0.1% active; AID 453; in the data active = inhibition above about 21%;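 note: 0% = enzyme with no compound and 100% = no enzyme blank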
ROCK2 blocker: inhibitors of human Rho kinase 2. purified ROCK2, Kinase-Glo ATP depletion luminescence. 60,000 tested, 0.35% active. AID 604. inhibition, % at 6 µM;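 active = inhibition above the screen-wide mean inhibition plus 3 SD, cut at about 18% in these data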;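 note: plate controls were DMSO wells for no effect and Y-27632 control wells after no-enzyme background subtraction for full effect; many of its hits are not listed in these tables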
HER2 expr 66K: Her2 kinase expression inhibition | 65,000 tested, 0.69% active | P04626 | HER2 level % of control, % at 10 µM | SKBR-3 HER2 protein level, AlphaScreen, 18-24 h; stronger effect = lower value;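 active = HER2 level under 5% of the carrier-only control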;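 note: 100% = DMSO carrier and 0% = 500 nM PU-H71 HSP90 inhibitor; lower value means stronger loss of Her2 protein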
CatS inh: inhibitors of human cathepsin S; 62,000 tested, 0.06% active; AID 501; inhibition, %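 (tested at 5 µM per compound within 10-compound mixtures)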; P25774; recombinant cathepsin S, AMC dipeptide fluorescence, pooled mixtures; in the data active = inhibition above about 32%, passing the limit was not always enough;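 note: 0% = enzyme without compound and 100% = blank without enzyme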
Target sequence (P25774 115-331 limits assumed): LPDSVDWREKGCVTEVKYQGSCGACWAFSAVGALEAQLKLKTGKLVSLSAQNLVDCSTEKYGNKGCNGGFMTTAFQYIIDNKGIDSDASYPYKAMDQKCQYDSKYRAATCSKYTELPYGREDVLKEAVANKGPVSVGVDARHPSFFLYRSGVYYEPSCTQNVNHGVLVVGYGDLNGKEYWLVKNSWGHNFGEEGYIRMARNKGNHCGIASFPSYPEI
CatL block: blocks human cathepsin L protease activity. purified cathepsin L, fluorogenic substrate, fluorescence. inhibition, %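 (tested at 10 µM)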. 58,000 tested, 0.17% active. AID 460; in the data active = inhibition above about 45%;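 note: 0% = enzyme with no compound and 100% = no enzyme blank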
Target sequence (P07711 114-288 limits assumed): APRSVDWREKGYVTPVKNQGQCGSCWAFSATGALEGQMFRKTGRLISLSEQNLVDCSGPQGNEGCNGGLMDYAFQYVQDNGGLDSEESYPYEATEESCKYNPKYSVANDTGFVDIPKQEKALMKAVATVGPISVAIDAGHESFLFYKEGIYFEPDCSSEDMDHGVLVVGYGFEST
Target sequence (P07711 292-333 limits assumed): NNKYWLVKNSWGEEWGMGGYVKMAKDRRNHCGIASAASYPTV
CatB mixtures: human cathepsin B inhibition by mixtures | Purified cathepsin B, AMC dipeptide fluorescence, compound mixtures | AID 488 | P07858 | 62,000 tested, 0.06% active | inhibition, %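 (ten-compound pools at 5 µM per compound and 50 µM total)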; in the data active = inhibition above about 22%, passing the limit was not always enough;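 note: 0% = enzyme without compound and 100% = no enzyme blank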
CatG inh: blocks human cathepsin G enzyme activity; purified enzyme, AMC-tetrapeptide fluorescence, pooled mixtures; inhibition, % at 5 µM (by protocol); 62,000 tested, 0.2% active; AID 581;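 active = inhibition above 20% in each of the two mixture wells holding the compound; inactive = inhibition of 20% or less in either well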;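 note: 0% = enzyme control without mixture and 100% = blank lacking enzyme; strong numbers were not always called active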
Target sequence (P08311 21-244 limits assumed): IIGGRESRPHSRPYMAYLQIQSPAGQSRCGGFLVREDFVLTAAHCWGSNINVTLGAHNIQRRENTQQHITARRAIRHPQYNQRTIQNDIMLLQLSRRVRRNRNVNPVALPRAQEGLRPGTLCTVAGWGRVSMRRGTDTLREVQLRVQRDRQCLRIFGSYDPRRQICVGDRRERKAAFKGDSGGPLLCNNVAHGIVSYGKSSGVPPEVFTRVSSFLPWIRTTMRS
PKA kinase inh: PKA (human) kinase inhibition; inhibition, % at 6 µM; 65,000 tested, 0.1% active; P17612; AID 524; PKA Kemptide phosphorylation, Kinase-Glo ATP luminescence;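 active = inhibition above the screen-wide mean inhibition plus 3 SD, cut at about 21% in these data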; note: many of its hits are not listed in these tables
C1s block: human complement C1s inhibition. P09871. purified C1s, fluorogenic AMC substrate, pooled mixtures. mean inhibition % of two 10-compound mixtures (stronger effect = higher value), % at 5 µM (by protocol). 62,000 tested, 0.16% active. AID 538;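 active = inhibition above 20% in each of the two 10-compound mixture wells holding the compound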;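 note: 0% = enzyme wells lacking compound mixture and 100% = no-enzyme blank wells; some compounds called inactive have numbers as strong as hits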
Active calls of the source: *; nt = not tested or not shown.

SMILES | CatB inh | ROCK2 blocker | HER2 expr 66K | CatS inh | CatL block | CatB mixtures | CatG inh | PKA kinase inh | C1s block
CC(=O)C1=C(O)C(=O)N(c2ccc(Br)cn2)C1c1ccccc1F (stereo not given) | 2 | -3 | 85 | nt | -16 | nt | nt | -8 | nt
CCOc1ccc(-c2nc(C#N)c(NCC(C)C)o2)cc1 | 2 | 2 | 92 | nt | -5 | nt | nt | 4 | nt
CCCSCCCNC(=O)Cn1cc2c(n1)CCCCC2 | 2 | -1 | 111 | -8 | 1 | 0 | -6 | -6 | -3
O=C(NCCC1=CCCCC1)C1CCN(Cc2cnn(-c3ccccc3)c2-n2cccc2)CC1 | 1 | -4 | 76 | 6 | 1 | 3 | 12 | 7 | 9
COc1cc(-c2nnc(SCc3c(F)cccc3Cl)o2)cc(OC)c1OC | 2 | 3 | 91 | -4 | 5 | 3 | -6 | 3 | -14
Cc1nc(N2CCN(C(c3ccccc3)c3ccccc3)CC2)nc2c1C(=O)CCC2 | 2 | -4 | 91 | 15 | -8 | -1 | 0 | -7 | -4
O=C(NCc1cccnc1)Nc1ccc(F)cc1F | -1 | 5 | 101 | -26 | 9 | -15 | -19 | 4 | -173
O=c1[nH]c2cc3c(cc2cc1CN(CCc1ccccc1)Cc1nnnn1C1CCCC1)OCCO3 | 0 | 3 | 78 | -6 | 3 | 2 | -1 | 12 | -5
CCOc1ccc(/C=C\C(C)=N\O)cc1 | 8 | 1 | 103 | 14 | -7 | 5 | -1 | 5 | 26
CC(C)(C)n1nc2c(c1NC(=O)c1cccc(C(F)(F)F)c1)CS(=O)C2 (stereo not given) | 4 | 0 | 79 | 5 | nt | 3 | 27 | 3 | 2
CC(C)OC(=O)C1C2C=CC3(CN(C(C)c4ccc(Br)cc4)C(=O)C13)O2 (stereo not given) | 3 | 5 | 74 | -7 | 2 | 3 | 12 | 8 | 16
CN1CCN(C(=O)c2ccc(N(Cc3ccccc3Cl)S(C)(=O)=O)cc2)CC1 | 8 | nt | 84 | 8 | 14 | 14 | 7 | 8 | -3
O=C(NCc1ccc(F)cc1)c1ccc(CS(=O)(=O)Cc2ccc(F)cc2)o1 | -2 | 6 | 97 | 2 | 2 | 1 | -1 | 13 | 9
COc1ccc(C(OC(=O)c2ccco2)C(=O)NC2CCCCC2)cc1OC (stereo not given) | -4 | 6 | 84 | 19 | 7 | 6 | -4 | 9 | -3
CC(NC(=O)Cn1ccsc1=N)C12CC3CC(CC(C3)C1)C2 (stereo not given) | 6 | -2 | 84 | 4 | 5 | 0 | 2 | 1 | -6
COc1cccc(C(=O)N2CCN(CCCc3ccccc3)CC2)c1OC | 2 | 0 | 101 | 15 | 17 | 2 | -2 | 3 | -7
Cc1ccc(C)c(N2CCN(S(=O)(=O)c3ccc4[nH]c(=O)c(=O)[nH]c4c3)CC2)c1 | -5 | -1 | 70 | -4 | 4 | 5 | 0 | 0 | 4
COc1ccc(N=CC2=C(O)CCCC2=O)cc1 | 5 | -2 | 110 | 4 | nt | -1 | 1 | -6 | -1
CCC1CCc2c(sc(NC(=O)c3ccoc3C)c2C(N)=O)C1 (stereo not given) | 0 | -8 | 62 | 9 | 14 | -1 | 1 | 1 | 2
COc1cccc(CNC(=O)C2CCN(S(=O)(=O)c3cccc4cccnc34)CC2)c1 | 3 | 6 | 79 | 1 | nt | 3 | 8 | 10 | -4
CCC(=O)c1ccc(OCC(O)CN2CCN(c3cccc(C(F)(F)F)c3)CC2)cc1 (stereo not given) | 5 | 4 | 64 | -2 | 12 | 3 | 6 | 4 | -3
Cn1c(C(=O)NCCN2CCN(Cc3ccccc3)CC2)cc2c(=O)n(C)c3ccccc3c21 | 1 | 0 | 97 | 58* | 20 | -1 | -4 | -7 | -5
CC1=C(C(=O)Nc2ccccc2C)C(c2cccnc2)n2nc(CCCO)nc2N1 (stereo not given) | 1 | -2 | 99 | -2 | nt | -1 | -5 | 6 | -24
Cn1c(OCc2cccnc2)nc2c1c(=O)n(Cc1ccc(Cl)cc1)c(=O)n2C | -1 | 1 | 74 | nt | 12 | nt | nt | 4 | nt
CC(=O)NCC(=O)OCC(=O)c1ccc(C)c(C)c1 | -3 | 8 | 98 | 6 | nt | -1 | -1 | 6 | 2
CC(C)C(OC(=O)CN1C(=O)COc2ccccc21)C(=O)NC1CCCC1 (stereo not given) | 0 | -3 | 80 | -17 | -6 | -5 | -2 | 1 | -5
c1ccc(-c2cn3nc(-c4ccccc4)sc3n2)cc1 | 2 | 0 | 62 | 5 | 15 | 3 | 10 | -2 | 15
CN(C)C=Nc1ncc2c([nH]c3ccccc32)c1C#N | -2 | -3 | 107 | -6 | -7 | 3 | 10 | 1 | 13
N#Cc1ccccc1OCC(=O)OCC(=O)c1ccc2c(c1)NC(=O)CO2 | 1 | nt | 106 | -6 | -6 | -2 | 3 | 11 | -10
COc1ccccc1OCc1ccc(C(=O)N2CCN3CCCC3C2)cc1 (stereo not given) | -1 | nt | 56 | -1 | -10 | 2 | 8 | 5 | -12

Gathered by group, the entries above with a cyano group
SMILES | CatB inh | ROCK2 blocker | HER2 expr 66K | CatS inh | CatL block | CatB mixtures | CatG inh | PKA kinase inh | C1s block
CCOc1ccc(-c2nc(C#N)c(NCC(C)C)o2)cc1 | 2 | 2 | 92 | nt | -5 | nt | nt | 4 | nt
CN(C)C=Nc1ncc2c([nH]c3ccccc32)c1C#N | -2 | -3 | 107 | -6 | -7 | 3 | 10 | 1 | 13
N#Cc1ccccc1OCC(=O)OCC(=O)c1ccc2c(c1)NC(=O)CO2 | 1 | nt | 106 | -6 | -6 | -2 | 3 | 11 | -10

The listing continues.
SMILES | CatB inh | ROCK2 blocker | HER2 expr 66K | CatS inh | CatL block | CatB mixtures | CatG inh | PKA kinase inh | C1s block
Brc1cccc(-c2nnc3sc(CNCc4ccco4)cn23)c1 | -1 | 2 | 69 | -1 | -4 | -1 | -5 | 7 | -51
NC(=O)CSc1nnc(-c2ccoc2)o1 | -2 | 0 | 104 | 22 | -4 | 7 | -2 | -4 | -2
Cn1cnnc1SCC(=O)N1c2ccccc2-c2c(ssc2=S)C1(C)C | -1 | 0 | 78 | 5 | -4 | 5 | 0 | -2 | 7
O=C1CCCCCN1CSc1nc2ccccc2s1 | -1 | -1 | 114 | 13 | 2 | 7 | 0 | 3 | -35
Cc1nnc(SCC(=O)c2c(N)n(C)c(=O)n(C)c2=O)n1Cc1ccccc1 | -5 | 6 | -33* | -5 | -4 | 6 | 0 | 3 | 3
Cc1cc(N2C(=O)C(O)=C(C(=O)c3ccc(C)o3)C2c2cccs2)no1 (stereo not given) | 6 | 6 | 76 | 6 | 1 | 5 | 0 | 8 | 3
Cc1cccc(NC(=O)COc2ccc(Br)cc2C)n1 | 2 | 3 | 117 | -6 | -3 | 0 | 3 | 8 | 1
COc1cc(-c2nnn(CC#N)n2)ccc1OCc1ccccc1 | 2 | nt | 58 | 10 | nt | 5 | 2 | -1 | 0
CCCSC1=C(C#N)C(c2cc(OC)ccc2OC)CC(=O)N1 (stereo not given) | 9 | -3 | 106 | 15 | 10 | 5 | 26 | 6 | 18
CCOC(=O)C1=C(C)NC(SCC(=O)Nc2nc(C)cs2)=C(C#N)C1c1cccs1 (stereo not given) | 9 | 7 | 49 | nt | 19 | nt | nt | 5 | nt
COc1cc2c(cc1OC)CN(C(=O)CSc1nc3[nH]ncc3c(=O)n1-c1ccccc1)CC2 | 1 | -5 | 134 | 17 | 16 | 7 | 8 | -9 | 8
C=C1CSc2nc(=O)c3c(C)c(C)sc3n21 | 4 | 1 | 137 | -7 | -3 | -1 | 6 | 6 | -10
Cc1ccc(S(=O)(=O)N2CCOCC2)c(C)c1-n1cnnn1 | 8 | 7 | 85 | 5 | nt | 2 | 7 | 6 | 2
CC(C)Cc1cc(C(=O)NCCCN2CCOCC2)no1 | -4 | 2 | 106 | 4 | nt | 7 | -2 | -3 | -4
C=CCn1c(SCC(=O)O)nnc1-c1ccc(C(C)(C)C)cc1 | -2 | 0 | 104 | -6 | -3 | -4 | 1 | -1 | -11
O=C(OC1CCc2ccccc2C1=O)c1ccccc1O (stereo not given) | 4 | 0 | 94 | 0 | -1 | 4 | -2 | -1 | 0
CCNc1nc(Oc2ccc(=O)n(C)n2)nc(N2CCOCC2)n1 | 3 | 6 | 74 | -1 | 10 | -2 | 9 | 11 | 16
Cc1cc(C)cc(OCc2nnc(SCC(=O)OC3CCCCC3)o2)c1 | -3 | -3 | 97 | -2 | -1 | -8 | -3 | -2 | -11
CCOC(=O)c1ccc(NC(=O)CCc2nc(-c3cccc(C)c3)no2)cc1 | 7 | 2 | 59 | 26 | -4 | 3 | -5 | 2 | -25
CC(CSc1nc2ccccc2s1)Cn1c(N2CCCC2)nc2c1c(=O)[nH]c(=O)n2C (stereo not given) | 5 | 2 | 61 | 13 | 7 | 6 | 10 | -1 | 9
CCN(CC)CCN1C(=O)Cn2c(C)c(C)c3cccc1c32 | -4 | 4 | 95 | 10 | 12 | 6 | 13 | -6 | 9
CCOC(=O)C1=C(CC)OC(N)=C(C#N)C1c1cc(OC)ccc1OC (stereo not given) | -4 | 0 | 73 | -30 | 1 | -8 | 0 | -1 | -11
COC(=O)c1ccc(N2C(=O)CC(N(C)CCc3ccc(OC)c(OC)c3)C2=O)cc1 (stereo not given) | -2 | 6 | 113 | 7 | 14 | 2 | 7 | 2 | 12
CCCc1nnc(NC(=O)Cn2c(=O)sc3ccccc32)s1 | 7 | -1 | 105 | 17 | 8 | 7 | 14 | 7 | -7
CN(CCc1ccccn1)Cc1ccc(Cl)cc1Cl | 0 | 6 | 93 | 0 | 0 | 4 | 7 | 8 | 7
CC1Oc2ccccc2N(CC(=O)N(Cc2ccccc2)Cc2ccccn2)C1=O (stereo not given) | 3 | 3 | 57 | -4 | 1 | 4 | -36 | 7 | 5
O=C(c1ccco1)N1CCN(Cc2ccc(Cl)cc2)CC1 | 2 | 7 | 88 | -14 | 8 | -3 | -11 | 10 | -85
O=C(NCCN1CCOCC1)c1ccc(CS(=O)(=O)c2ccc(Br)cc2)o1 | 4 | 2 | 88 | 4 | 8 | -4 | -6 | 5 | -30
CCOc1cc(C(=O)NCC(C)CN(C)C)cc(OCC)c1OCC (stereo not given) | 0 | 4 | 165 | -1 | 4 | 3 | 14 | -3 | 6
O=C(O)CCN1/C(=C/C=Nc2ccccc2)Oc2ccccc21 | 2 | 1 | 111 | 16 | 17 | 5 | 12 | 1 | 11
CC1CCc2nc(NC(=O)CSc3nc4ccccc4o3)sc2C1 (stereo not given) | -4 | 6 | 76 | 4 | 16 | -5 | 12 | 5 | 1
COCCNc1cc(C)nc2c3c(C)cc(C)nc3nn12 | -12 | 4 | 70 | -10 | -81 | 0 | -19 | 0 | -163
COc1ccc2c(c1OC)C(=O)N(c1cccc(C(F)(F)F)c1)C2 | 3 | 1 | 119 | 11 | 20 | 17 | 11 | 2 | 5
O=C(/C=C/Nc1cccc(O)c1)c1ccccc1 | -2 | 3 | 125 | -2 | 5 | -2 | 0 | 2 | 0
CCOC(=O)c1ccc(N2C(=O)C3C(C2=O)C(C(=O)c2ccc(Cl)cc2)N2CCCC32)cc1 (stereo not given) | 1 | -2 | 78 | 3 | 18 | -1 | 1 | 0 | 1
COCC(=O)N(Cc1cc2ccccc2[nH]c1=O)c1ccccc1OC | 6 | 5 | 90 | 18 | 25 | 4 | -11 | 10 | -21
COC(=O)C(Cc1ccccc1)NC(=O)CSc1nc(N)cc(=O)[nH]1 (stereo not given) | 6 | 9 | 115 | 7 | 9 | -4 | 6 | 12 | 16
COc1ccc(OC)c(NS(=O)(=O)c2cccs2)c1 | -1 | -3 | 96 | 1 | 9 | 2 | 0 | -1 | 3
CCn1c(=O)cc(OCC(=O)Nc2ccc(Cl)cn2)c2ccccc21 | -1 | 5 | 57 | -3 | 18 | -1 | 2 | 5 | -47

A portion of the library. The share of hits here may be higher or lower than overall.
